Screens: PubChem, National Center for Advancing Translational Sciences (NCATS)
BRCA1 expr up: qHTS Assay to Identify Small Molecule Activators of BRCA1 Expression | Potency, µM (top dose mostly 46.1 µM), without a hit: top-dose activation, hits mostly activators | 380,000 compounds, 1.1% hits | MCF7-BRCA1-FFLuc reporter, luminescence, 48 h; response scale: scaled: vehicle 0%, 10 µM genistein 100%; active = well fitted activation curve with a large enough effect; inconclusive = small, poorly fitted or top-dose-only effect; inactive = no such curve, though single readings can be large or run the other way; note: nearly all actives have a fitted effect of over 80% in size; some results filed as inactive show a strong effect at the top dose
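MCF7-BRCA1-FFLuc cells, 2000/well in phenol-red-free MEM, attached 2 h then treated 48 h at 37 C. Luciferase luminescence read 15 min after reagent; normalized to genistein maximum activation (10microM) and DMSO, concentration-response fitted.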
* = called active by the depositor; ? = inconclusive. Potency is the fitted concentration of half-maximal effect. An excerpt; rates above refer to the full screens.

SMILES	BRCA1 expr up
Cc1cc(C)nc(Nc2nc(C(N)Cc3ccc(F)cc3)cs2)n1 (stereo not drawn)	-59%
Cc1ccc(S(=O)(=O)N(C)C)cc1NC(=O)COC(=O)c1cccs1	27%
CCOc1ccccc1N(CC(=O)Nc1ccccc1Br)S(=O)(=O)c1ccccc1	-36%
COc1ccc(N2C(=O)c3ccccc3NC2c2ccc(OC)c(COc3ccccc3F)c2)cc1 (stereo not drawn)	80%
COc1ccc([C@H]2C[C@H](O)[C@@H](n3cc(C4CC4)nn3)CN2C(=O)c2cccs2)cc1	1%
ON=Cc1ccnc2ccccc12	14%
CC(C)CNc1ncnc2c1ncn2[C@H]1CN(C2CCCC2)C[C@@H](CO)O1	8%
COc1cc(C(=O)NC2CC(C)CC(C)(C)C2)cc(OC)c1OC (stereo not drawn)	-26%
C(=C\c1nc2ccccc2nc1/C=C/c1ccc2c(c1)OCO2)/c1ccc2c(c1)OCO2	11%
O=C(NC1CCCCC1)C1c2ccccc2OCC(=O)N1CC(F)(F)F (stereo not drawn)	1%
COc1ccc(C(=O)OCC(=O)N2c3ccccc3CC2C)cc1S(=O)(=O)N1CCOCC1 (stereo not drawn)	-16%
COC(=O)[C@]12CCCCC=C1N(Cc1ccc(Cl)cc1Cl)C(=O)[C@H](CC(=O)NCCc1ccccc1OC)C2	-57%
COc1ccc(C(=O)NCC2CCCN2S(=O)(=O)c2ccccc2)cc1OC (stereo not drawn)	4%
O=CN1CCN(C(=O)Cc2ccc(Cl)cc2)CC1	25%
COCC(=O)N(C)C[C@H]1Oc2ncc(Br)cc2C(=O)N([C@@H](C)CO)C[C@H]1C	1%
Cc1ccc(C)c(N2N=C(C(=O)OCc3nnc(-c4ccccc4Br)o3)CCC2=O)c1	3%
O=C(Nc1ccccc1)c1cc(C2CCCN(C(=O)OCc3ccccc3)C2)on1 (stereo not drawn)	21%
C[C@H]1CN([C@@H](C)CO)C(=O)CCCn2nncc2CO[C@@H]1CN(C)Cc1ccc(C(=O)O)cc1	-8%
CCCNC(=O)C1(C)CCN(C(=O)Cc2ccc3ccccc3c2)C1 (stereo not drawn)	0%
CCCNC(=O)c1cc(C2CCCCN2S(C)(=O)=O)on1 (stereo not drawn)	3%
O=C(NCC1CC1)NC(=O)c1ccccc1F	13µM*
C[C@H](CO)N1C[C@H](C)[C@H](CN(C)S(=O)(=O)c2cccc(C#N)c2)OCc2cnnn2CCCC1=O	2%
Cc1cc(C)c2c(=O)n3c(nc2c1)C(Cc1ccc(O)cc1)NC(=O)c1cc2ccccc2cc1-3 (stereo not drawn)	-75%
CC1(C(=O)NC2CCN(Cc3ccccc3)CC2)CCN1Cc1cc2ccccc2o1 (stereo not drawn)	-26%
CC1(C(=O)NS(=O)(=O)C2CC2)CCN(C(=O)c2ccccc2F)C1 (stereo not drawn)	12%

Remaining list, next part:
SMILES	BRCA1 expr up
O=C(COC(=O)c1ccc2ccccc2c1)NCc1ccccc1	-2%
CN(C)C(=O)c1cccc(-c2cnc3c(NC=O)cc(-c4ccccc4Cl)cn23)c1	-56%
Cc1ccc(C)c(NS(=O)(=O)c2ccc(-n3cccn3)cc2)c1	-35%
Cc1cc(Cl)ccc1N(CC(=O)N(C)Cc1ccccc1)S(C)(=O)=O	-2%
CCN(CC)CC(=O)c1c(C)n(C)c2ccc(OC)cc12	30%
CC1(C(=O)NCc2ccco2)CCN1C(=O)C1(c2ccccc2)CC1 (stereo not drawn)	?
Cc1ccccc1COc1cccn2c(N(C)C(=O)CCC3CCCC3)c(C)nc12	-37%
Cn1cc(-c2cccc3nncn23)cn1	19%
COc1cc(C(O)c2nc(-c3cc4ccccc4o3)cs2)ccc1F (stereo not drawn)	-16%
CC1(C(=O)NS(=O)(=O)c2ccccc2Cl)CCN1C(=O)Cc1ccc(Cl)cc1Cl (stereo not drawn)	6%
CC(Sc1nc2ncc(Cl)cc2[nH]1)C(=O)Nc1ccccc1[N+](=O)[O-] (stereo not drawn)	-14%
CC1=C(C(=O)N2CCOCC2)CC(CC(=O)NCCc2ccccn2)C(=O)N1Cc1ccc(C(C)(C)C)cc1 (stereo not drawn)	1%
OCC[C@@H]1C[C@H](O)[C@@H](O)[C@@]2(OCc3cc(Cl)ccc32)O1	2%
CCCNC(=O)C1(C)CCCN(C(=O)c2ccc3c(c2)CCO3)C1 (stereo not drawn)	11%
O=C(C1=C(O)C(=O)N(CCN2CCOCC2)C1c1cccc([N+](=O)[O-])c1)c1cc2ccccc2o1 (stereo not drawn)	6%
OC(c1ccc(Cl)c(F)c1)c1ncc(-c2cccc3ccccc23)[nH]1 (stereo not drawn)	0%
CCCOc1ccc(F)cc1-c1cc(C(=O)Nc2ccc(OC)nc2)[nH]n1	-8%
O=C1NC[C@H](CCCCN2C[C@H](Cc3ccc(O)cc3)N(CCC3CCCCC3)C(=O)C2=O)N(CC2CCCCC2)C1=O	12%
CCCCCC(=O)N1C[C@H](n2cc(COC(=O)c3ccccc3)nn2)[C@@H](O)C[C@@H]1c1ccc(OC)cc1	0%
COCCN1C[C@@H](CO)O[C@@H](n2cnc3c(N4CCCC4)ncnc32)C1	9%
CC1(C(=O)Nc2ccccc2)CCN1C(=O)C1(c2ccccc2)CC1 (stereo not drawn)	7%
C[C@@H]1ON(C)[C@H]2C[C@H]3c4[nH]c5ccccc5c4CCN3C(=O)[C@@H]12	-22%
O=C(c1cccc(-c2cccc3nccn23)c1)N1CCOCC1	-15%
C=C1C=C(C(F)F)n2ncc(C(=O)Nc3cccc(CC)c3)c2N1	-9%
c1ccc(Nc2nc(NCc3ccco3)nc3nccnc23)cc1	-48%

(list continues)
SMILES	BRCA1 expr up
Cc1ccccc1NC(=O)Cc1nc(COC(=O)Cc2cccc(C(F)(F)F)c2)cs1	-9%
CC1(C(=O)NCc2ccccc2)CCC(=O)N1C1CC1 (stereo not drawn)	20%
C[C@H](CO)N1C[C@H](C)[C@@H](CN(C)Cc2ccc(C(F)(F)F)cc2)OCc2cnnn2CCCC1=O	1%
CC/C=C1/N=C2C(=O)N(C)C(=O)N=C2N(C)N1	0%
CCCc1cc(=O)oc2cc(OCC(=O)NCCN3CCOCC3)c(Cl)cc12	5%
CC(C)CCOc1ccc(C(=O)Nc2cc(S(=O)(=O)N3CCOCC3)ccc2N2CCOCC2)cc1	-23%
CC(=O)N1CCN(Cc2cc(=O)oc3cc(C)cc(C)c23)CC1	0%
CC1=C(C(=O)N(C)C)CC(CC(=O)NCCCCc2ccccc2)C(=O)N1CCCN1CCCC1=O (stereo not drawn)	10%
COc1cc(C(=O)N2CCCC(C)(C(=O)NS(=O)(=O)C3CC3)C2)cc(OC)c1OC (stereo not drawn)	-5%
O=C(CC1c2cc(F)ccc2C=C(c2ccsc2)N1c1ccc(C#CCCO)cc1)c1ccco1 (stereo not drawn)	-37%
CC1=Nc2ccccc2/C1=C(/C)c1c(C)[nH]c2ccccc12	-1%
COc1ccc(CCn2c(=S)[nH]c(=O)c3cccnc32)cc1OC	14%
Cc1cc(Br)cn2c(Cc3ccccc3)c(-c3ccc(F)cc3)nc12	-12%
COc1ccc2c(c1)C=C/C2=C/c1ccc(N(C)C)cc1	80%
CCN(CC)/[N+]([O-])=N/OCOC(=O)C(C)c1ccc(CC(C)C)cc1 (stereo not drawn)	4%
Cc1ccc2ccccc2c1C(O)c1ncc(-c2ccccc2)[nH]1 (stereo not drawn)	-26%
Cn1ccc2c(N3CCCCC3)cc3c(c21)C1CCC3O1 (stereo not drawn)	19%
COc1ccccc1Cc1c(C2CCCCC2)nc2ccc(Br)cn12	-60%
COc1ccc(-c2ccc3c(c2)c(Sc2ccccc2)c(-c2cc(OC)cc(OC)c2)n3C)cc1	-5%
O=C(Nc1ccc2c(c1)OCO2)c1csc([C@H]2C[C@H](O)[C@@H](CO)O2)n1	58%
CC1(Cc2ccccc2Cl)C(=O)Nc2ccc(OC(F)(F)F)cc21 (stereo not drawn)	-43%
O=C(Nc1ccc2nc(C(F)(F)F)[nH]c2c1)[C@@H]1O[C@H](CO)[C@@H](O)[C@H]1O	0%
Cc1ccc(Cc2c(-c3cccc(Cl)c3)nc3cc(C)c(Br)c(C)n23)cc1	-16%
COc1cc(CN2CCC(C(=O)NC(c3ccc(-c4ccccc4)cc3)c3cnccn3)CC2)cc(OC)c1 (stereo not drawn)	-57%
CC(=O)Nc1cc(-c2ccc(C(=O)NC3CC3)cc2)cn2c(-c3ccc(F)c(Cl)c3)cnc12	-41%

A stretch from further up:
SMILES	BRCA1 expr up
Cc1ccccc1NC(=O)Cc1nc(COC(=O)Cc2cccc(C(F)(F)F)c2)cs1	-9%
CC1(C(=O)NCc2ccccc2)CCC(=O)N1C1CC1 (stereo not drawn)	20%
C[C@H](CO)N1C[C@H](C)[C@@H](CN(C)Cc2ccc(C(F)(F)F)cc2)OCc2cnnn2CCCC1=O	1%
CC/C=C1/N=C2C(=O)N(C)C(=O)N=C2N(C)N1	0%
CCCc1cc(=O)oc2cc(OCC(=O)NCCN3CCOCC3)c(Cl)cc12	5%
CC(C)CCOc1ccc(C(=O)Nc2cc(S(=O)(=O)N3CCOCC3)ccc2N2CCOCC2)cc1	-23%
CC(=O)N1CCN(Cc2cc(=O)oc3cc(C)cc(C)c23)CC1	0%
CC1=C(C(=O)N(C)C)CC(CC(=O)NCCCCc2ccccc2)C(=O)N1CCCN1CCCC1=O (stereo not drawn)	10%
COc1cc(C(=O)N2CCCC(C)(C(=O)NS(=O)(=O)C3CC3)C2)cc(OC)c1OC (stereo not drawn)	-5%
O=C(CC1c2cc(F)ccc2C=C(c2ccsc2)N1c1ccc(C#CCCO)cc1)c1ccco1 (stereo not drawn)	-37%
CC1=Nc2ccccc2/C1=C(/C)c1c(C)[nH]c2ccccc12	-1%
COc1ccc(CCn2c(=S)[nH]c(=O)c3cccnc32)cc1OC	14%
Cc1cc(Br)cn2c(Cc3ccccc3)c(-c3ccc(F)cc3)nc12	-12%
COc1ccc2c(c1)C=C/C2=C/c1ccc(N(C)C)cc1	80%

New compounds follow:
SMILES	BRCA1 expr up
Cc1nc2c(OCCN3C(=O)c4ccccc4C3=O)cccn2c1N(C)C(=O)CCC1CCCC1	32%
CN(C)CCNc1nc(-c2ccccc2F)c2sccc2n1	-17%
O=C(CCCN1C(=O)/C(=C/c2ccc(F)cc2)SC1=S)Nc1ccc(C(=O)O)cc1	-42%
COc1ccc(C#Cc2ccc3c(c2)O[C@H](CN(C)C(C)=O)[C@H](C)CN([C@@H](C)CO)S3(=O)=O)cc1	4%
Cc1ccccc1CNC(=O)c1ccc2sc([C@H]3C[C@H](O)[C@@H](CO)O3)nc2c1	4%
CCN1C(=O)[C@H]2[C@@H](c3ccc(C(F)(F)F)cc3)N[C@]3(CCCN(CC4CCCCC4)C3=O)[C@H]2C1=O	-1%
N#Cc1ccccc1S(=O)(=O)N1CCN(C(=O)CN(Cc2ccco2)Cc2cccs2)CC1	-5%
COc1ccc(NC(=O)c2cc(-c3cc(C)cs3)[nH]n2)cc1OC	13%
CC1=CC(Cc2ccccc2)N(C)C(C(N)=O)C1 (stereo not drawn)	7%
CC1=CNC(=O)CC(C)(C)C1	19%
Cc1ccc(S(=O)(=O)N2C[C@H]3n4c(=O)ccc(=O)n4C[C@H](OC(=O)NCc4ccco4)[C@@]3(O)C2)cc1	-5%
COc1cccc(C2=Cc3ccc(F)cc3C(CC(C)=O)N2c2ccc(-c3cncnc3)cc2)c1 (stereo not drawn)	-42%
COc1ccc(Cl)cc1Nc1nc(Cl)nc(NCCO)n1	-40%
COc1ccc(C2C3=C(CCCC3=O)N(CC(=O)O)C3=C2C(=O)CCC3)cc1Br	5%
Cc1ccc(-c2cnc(C(O)c3cc(F)cc(Cl)c3)[nH]2)cc1 (stereo not drawn)	15%
O=C(NCCOc1ccccc1)N1[C@H]2CC[C@@H]1C=C(c1ccc(F)cc1OCc1ccccc1)C2	-68%
Cc1ccc(C)c(NC(=O)CN2C(=O)C3CC=CCC3C2=O)c1 (stereo not drawn)	-19%
O=C(CCc1c[nH]c2ccccc12)N1CCN(S(=O)(=O)c2ccc([N+](=O)[O-])cc2)CC1	0%
Fc1cccc(Cc2c(-c3cccc(Cl)c3)nc3ccc(Cl)cn23)c1	47%
COc1ccc(NC(=O)c2nc[nH]c2C(=O)N(C)CCO)cc1	8%
CC(C)(C)c1ccc(O)c(N=Cc2cccc([N+](=O)[O-])c2)c1	28%
Cc1cccc2c(=O)[nH]c3c(-c4nc(-c5ccc(Cl)cc5)cs4)c(O)cn3c12	1%
COc1cc(/C=C/c2cc[n+](C)c3ccccc23)cc(OC)c1OC	8%
COC(=O)[C@]1(Sc2ccccc2)CC(=O)N[C@@H]1c1ccccc1	4%
COc1ccc(S(=O)(=O)N(C)C[C@@H]2OCc3cnnn3CCCC(=O)N([C@@H](C)CO)C[C@H]2C)cc1	8%

Following part:
SMILES	BRCA1 expr up
CC1(C(=O)NS(=O)(=O)c2ccc(Br)cc2)CCN1C(=O)CCc1ccccc1 (stereo not drawn)	3%
O=S1(=O)Nc2c(cc(Cl)c3ccc(Cl)nc23)-c2ccccc21	-10%
CCOc1cc(C=NNC(=O)N(c2ccccc2)c2ccccc2)ccc1O	1%
O=C(NCc1cccc(Cl)c1)c1ccc(-c2cccnc2)c2ccoc12	48%
O=C(NC(Cc1c[nH]c2ccccc12)C(=O)O)OCC1c2ccccc2-c2ccccc21 (stereo not drawn)	2%
Cc1sc2ccccc2c1CNC[C@H]1O[C@@H](n2ccc(=O)[nH]c2=O)[C@H](O)[C@@H]1O	0%
Cc1ccc(S(=O)(=O)NC(=O)C2(C)CCN2C(=O)Cc2cccs2)cc1 (stereo not drawn)	5%
CCC(=O)N1CCC1(C)C(=O)Nc1ccc2nc(C)ccc2c1 (stereo not drawn)	19%
C[C@@H]1CN([C@@H](C)CO)C(=O)CCCn2nncc2CO[C@@H]1CN(C)C(=O)Nc1ccc2c(c1)OCO2	1%
COc1ccccc1CCn1cnc(-c2ccc(Br)cc2)c1C(C)C	-48%
